TRPC4 inh: TRPC4 (mouse) channel inhibition. Q9QUQ5. HEK293 TRPC4beta/mu-opioid, DAMGO-evoked Fluo4 calcium flux; active compounds read low. B-score at 10 µM. actives 0.39% (n = 300,000);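 active = B-score over 3 SD under the library average, no early fluorescence shift, positive overall ratio signal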
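Assay system: HEK293 cells with stable TRPC4beta plus mu-opioid receptor expression; Probe or stimulus: DAMGO in two steps, submaximal then maximal; Dosing: single-point compound dosing; Measured by: Fluo4 calcium-dye fluorescence, kinetic read; Read-out basis: B score from integrated Fluo4 fluorescence ratio.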
TRPC4 PAM: TRPC4 (mouse) allosteric potentiation; HEK293 TRPC4beta/mu-opioid, DAMGO EC20, Fluo-4 Ca2+ flux; active compounds read high; B-score at 10 µM; actives 0.42% (n = 310,000); AID 2227;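 active = B-score of calcium response area above 5 SD of library B-scores, with initial fluorescence ratio within 5 SD of library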;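 also: B-score of integrated fluorescence ratio over time as area under calcium response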
IEC-6 cytotox: counter-screen for KLF5 inhibitors: cytotoxicity in IEC-6 cells; inhibition, % at 5 µM; IEC-6 cytotoxicity, luminescence viability; actives 0.78% (n = 290,000); in the data active = inhibition above about 22%;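 also: 0% = plate median of test compound wells and 100% = cytotoxic reference compound wells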
MrgX1 antag: blocks BAM8-22 activation of human MrgX1 receptor. B-score at 10 µM. AID 588676. actives 1.3% (n = 310,000). MRGX1-HEK293 calcium flux, Fluo-4, BAM8-22 antagonism; active compounds read low;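 active = calcium-response B-score plate-corrected more than 3 library SD below zero, starting fluorescence within 5 deviations, no agonist response on first addition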;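 also: peak minus trough fluorescence over baseline after final BAM8-22 challenge near maximal dose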
TRPC4 act: opens the mouse TRPC4 cation channel. B-score at 10 µM. Q9QUQ5. actives 0.49% (n = 310,000). HEK293 TRPC4beta/mu-opioid, Fluo4 calcium fluorescence; active compounds read high;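 active = B-score above 5 SD of library B-scores, and initial fluorescence ratio not above library mean plus 5 SD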;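 also: positive B-score marks a calcium rise read as TRPC4 activation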
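Material: TRPC4beta and mu-opioid receptor HEK293 stable cells | Incubation: 45 min room-temperature Fluo4 loading, 110 s read | Detection: Kinetic Fluo4 calcium fluorescence | Measure: Integrated baseline-normalised fluorescence ratio, converted to per-well B score | Benchmarks: Low control buffer alone, high control maximal DAMGO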
aSyn UTR inh: 5' untranslated region of α-synuclein, MLPCN primary screen; alpha-synuclein 5'UTR reporter, inhibitor activity; inhibition, % (tested at 7.5 µM); actives 0.82% (n = 300,000); AID 1813; in the data active = inhibition above about 60%; inconclusive = no clear call, values can overlap the other calls;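 also: H4 neuroglioblastoma cells stably carrying SNCA 5'UTR luciferase fusion; 0% = DMSO wells and 100% = positive control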
HIF act: HIF pathway transcriptional activation. actives 0.32% (n = 300,000). U2OS HRE-luciferase reporter, luminescence; normalized: DMSO 0%, desferrioxamine 100%. activation, % at 7.5 µM (by protocol);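 active = mean activation of at least 10% of the iron chelator positive control signal, with at least half of replicates also reaching 10%; inconclusive = mean and replicate majority disagree about reaching 10%; inactive = mean and most replicates under 10%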
TRPC6 activator: mouse TRPC6 channel activation | AID 2550 | B-score at 10 µM | HEK293-TRPC6 membrane potential dye fluorescence; active compounds read high | Q61143 | actives 0.13% (n = 310,000);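 active = B-score of the integrated fluorescence ratio above library mean plus 3 SD, and starting fluorescence ratio within library mean plus 5 SD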;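 also: higher score means more depolarization so channel activation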
Target sequence (Q61143 whole entry, looked up): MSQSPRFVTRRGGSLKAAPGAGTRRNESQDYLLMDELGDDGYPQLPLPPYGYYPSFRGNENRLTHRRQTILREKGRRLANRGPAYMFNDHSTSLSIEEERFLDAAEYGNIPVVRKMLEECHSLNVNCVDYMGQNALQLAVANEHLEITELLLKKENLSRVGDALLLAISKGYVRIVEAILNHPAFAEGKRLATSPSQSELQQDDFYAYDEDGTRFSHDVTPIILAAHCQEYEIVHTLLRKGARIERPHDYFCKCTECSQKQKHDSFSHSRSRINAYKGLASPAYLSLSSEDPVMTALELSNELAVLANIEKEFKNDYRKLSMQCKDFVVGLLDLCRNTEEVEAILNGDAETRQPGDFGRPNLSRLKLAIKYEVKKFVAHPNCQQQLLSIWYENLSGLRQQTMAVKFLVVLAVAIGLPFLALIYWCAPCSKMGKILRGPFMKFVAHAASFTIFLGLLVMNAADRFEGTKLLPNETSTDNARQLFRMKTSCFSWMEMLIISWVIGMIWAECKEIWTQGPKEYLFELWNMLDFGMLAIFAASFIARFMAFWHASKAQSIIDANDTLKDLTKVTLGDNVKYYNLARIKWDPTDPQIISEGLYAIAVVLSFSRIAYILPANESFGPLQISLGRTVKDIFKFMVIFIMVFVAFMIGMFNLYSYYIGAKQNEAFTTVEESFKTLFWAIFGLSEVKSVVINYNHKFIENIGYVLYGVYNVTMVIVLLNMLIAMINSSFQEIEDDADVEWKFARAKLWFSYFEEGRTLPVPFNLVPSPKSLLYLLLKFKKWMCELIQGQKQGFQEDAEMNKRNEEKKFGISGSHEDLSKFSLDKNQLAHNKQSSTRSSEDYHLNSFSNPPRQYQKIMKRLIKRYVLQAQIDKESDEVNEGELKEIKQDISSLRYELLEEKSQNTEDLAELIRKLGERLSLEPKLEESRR
KLF5 inhibitor: suppresses KLF5 promoter-driven expression | DLD-1 KLF5 promoter-luciferase reporter, luminescence | inhibition, % at 5 µM | actives 0.23% (n = 290,000) | AID 1700;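 active = inhibition above a per-plate limit of that plate's mean compound inhibition plus 3 SD, cut at about 60% in these data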;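 also: 0% = DMSO wells and 100% = LY294002 at 200 µM; higher means less KLF5 promoter-driven luciferase light; inactives centre near -14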
SKKanGAS inh: SKKanGAS growth inhibition. S. pyogenes SKKanGAS, kanamycin growth, BacTiter-Glo, 6 h. inhibition, % at 7.5 µM. actives 1.3% (n = 300,000). AID 1662;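 active = mean replicate score, as percent of positive control median, at least 50; inconclusive = mean below 50 but one replicate at or above 50; inactive = mean and every replicate below 50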;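 also: strain carries kanamycin resistance gene driven by streptokinase promoter and grows in 40 µg/ml kanamycin; loss of luminescence reflects streptokinase promoter inhibition or plain growth inhibition; 0% = median of DMSO wells and 100% = positive control at its reference dose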
TRPC6 inh: blocks the mouse TRPC6 cation channel; HEK293-TRPC6, membrane potential dye, ACh-evoked depolarization; active compounds read low; B-score at 10 µM; actives 1.1% (n = 310,000); AID 2553;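 active = B-score under library mean minus 3 SD, initial fluorescence not abnormally high, positive integrated signal ratio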;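 also: B-score derived from integrated fluorescence ratio over the kinetic read; more negative B-score means stronger inhibition of depolarization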
Starred values were filed as active, the others as inactive; i = inactive; ? = inconclusive; . = no result given.

SMILES	TRPC4 inh	TRPC4 PAM	IEC-6 cytotox	MrgX1 antag	TRPC4 act	aSyn UTR inh	HIF act	TRPC6 activator	KLF5 inhibitor	SKKanGAS inh	TRPC6 inh
CN1CCC(O)(c2ccccc2)C(C(=O)c2ccccc2)C1 (stereo unspecified)	i	i	-5.4	i	i	12.1	1.1	i	-34.9	-2.1	i
COC(=O)C1=C(c2cc3ccccc3s2)C[C@@H]2CC[C@H]1N2C(=O)NC1CCCCC1	i	i	.	i	i	12.3	-0.8	i	.	-0.3	i
C[C@H]1[C@H](OC(=O)CCC(=O)NCc2ccc(C(=O)O)cc2)O[C@@H]2O[C@@]3(C)CC[C@H]4[C@H](C)CC[C@@H]1C24OO3	i	i	23.6*	i	i	-0.3	1.8	i	79.7*	-2.6	i
O=C1N(c2ccc(Cl)cc2)C(c2cccnc2)N2CCCN12 (stereo unspecified)	i	i	1.5	i	i	-53.6	2.4	i	-31.6	-12.3	i
Nc1cnn(-c2ccccc2)c(=O)c1Cl	i	i	2.7	i	i	4.4	0.1	i	-20.1	-3.9	i
N#Cc1cc(F)c(N2CCNCC2)cc1Cl	i	i	5.5	i	i	-14.1	-0.1	i	8.2	-1.0	i
O=c1c2ccccc2nc(CSc2ncnc3nc[nH]c23)n1-c1ccccc1Cl	i	i	4.6	i	i	19.4	-0.7	i	-16.4	23.6	i
COC(=O)C1=CO[C@@H](C)[C@@H]2CN(CCc3c[nH]c4ccccc34)CC[C@H]12	i	i	.	i	i	8.1	0.5	i	.	-1.9	i
C=CCn1c(O)c(C(C)=Nc2ccc(C(=O)O)cc2)c(=O)[nH]c1=O	i	i	-8.7	i	i	3.7	0.4	i	-12.8	-16.8	i
O=P1(Oc2ccccc2)CC=C[C@H](COCc2ccccc2)O1 (stereo partly specified)	i	i	.	i	i	-5.3	0.0	i	.	-0.5	i
O=C(O)c1ccccc1-c1ccc(C=C2C(=O)N(c3ccccc3)C(=S)N(c3ccccc3)C2=O)o1	i	i	2.0	i	i	24.5	2.8	i	-12.4	0.6	i
C=CCn1c(O)c(C(C)=NCCN2CCCCC2)c(=O)[nH]c1=O	i	i	-3.2	i	i	-9.4	0.0	i	21.1	1.0	i
Cc1ccc(Cn2nnnc2CN2CCC(n3nnc4cc(C)ccc43)CC2)cc1	i	i	-5.7	i	i	11.7	-0.4	i	-1.6	-25.2	i
OC(CN1CCC(c2c[nH]c3ccccc23)CC1)C(F)(F)F (stereo unspecified)	i	i	-4.7	i	i	-9.6	-0.2	i	-28.5	-3.4	i
C[N+]1(C)C2CCC1CC(OC(=O)c1ccco1)C2 (stereo unspecified)	i	i	-8.4	i	i	8.9	0.1	i	-14.0	-1.0	i
COc1ccccc1-n1c(O)c(/C=N/NC(=S)Nc2ccccc2)c(=O)[nH]c1=S	i	i	5.4	i	i	1.4	0.6	i	-12.2	5.7	i
COc1cc(CN2CCN(c3cc(C)ccc3C)CC2)ccc1O	i	i	10.0	i	i	-22.7	-0.1	i	-5.4	2.3	i
Cc1cc(=O)oc2c(C)c(OCC(=O)N3CCN(Cc4ccc5c(c4)OCO5)CC3)ccc12	i	i	-4.0	i	i	22.6	-0.3	i	-24.3	-1.3	i
CCN1C[C@@]2(COC)C3[C@@H](OC)[C@H]4[C@@H]1[C@@]3(C1C[C@H]3[C@H](O)C1[C@]4(O)C[C@H]3OC)[C@@H](OC)C[C@H]2O (stereo partly specified)	i	i	.	i	i	-5.8	-0.1	i	.	-0.5	i
CCOC(=O)C1CCCN(c2ccc([N+](=O)[O-])c3nonc23)C1 (stereo unspecified)	i	i	0.0	.	i	10.7	-0.4	i	-25.3	7.6	i
N#CC(CCN1CCOCC1)(c1ccccc1)c1ccccc1	i	i	5.3	i	i	-6.5	2.5	i	-4.2	-4.5	i
CCn1c(O)c(/C(C)=N/N2CCCCC2c2cccnc2)c(=O)[nH]c1=S (stereo unspecified)	i	i	3.0	i	i	17.6	-0.2	i	12.9	0.3	i
COc1ccc(C2=NCC(=S)Nc3ccc(Cl)cc32)cc1Cl	i	i	-1.2	i	i	0.9	-0.5	i	6.4	14.3	i
COc1ccc(-c2nn(CCC#N)cc2C(=O)Nc2ccc(C(C)=O)cc2)cc1[N+](=O)[O-]	i	i	2.6	i	i	17.3	-0.2	i	-20.7	0.1	i
O=C1CN=C(c2ccccc2Cl)c2cc(Br)ccc2N1	i	i	.	i	i	7.1	0.5	i	.	-1.3	i
CC1=C(C(=O)OC(C)C)[C@]2(C(=O)N(CC(N)=O)c3ccccc32)C(C#N)=C(N)O1	i	i	0.1	i	i	14.2	-0.9	i	-12.2	3.6	i
N=c1ccccn1Cc1ccccc1	i	i	-1.8	i	i	-18.7	0.6	i	3.5	-4.6	i
CCC(=O)CC(c1ccc([N+](=O)[O-])cc1)c1c(O)c2ccccc2oc1=O (stereo unspecified)	i	i	3.7	i	i	-9.4	0.7	i	-10.9	10.7	i
Cc1cccc(CN(C)C)c1OC(=O)N(C)C	i	i	2.9	i	i	-1.9	0.0	i	0.7	6.3	i
CC(C)c1ccc(N2C(=O)NC(=O)/C(=C/C=C/c3ccco3)C2=O)cc1	i	i	-6.1	i	i	-129.5	-0.3	i	-10.2	5.5	i
Cc1cc(OCC(=O)NC2CCS(=O)(=O)C2)c2c3c(c(=O)oc2c1)CCC3 (stereo unspecified)	i	i	3.8	i	i	0.4	0.6	i	-5.0	-3.6	i
CN1C(=O)C(=Cc2ccc(OCC(=O)Nc3ccccc3)cc2)C(=O)N(C)C1=O	i	i	-1.1	i	i	-77.7	1.8	i	-21.9	14.5	i
COC(=O)C1=C(c2ccccc2)C[C@@H]2CC[C@H]1N2C(=O)NC(C)C	i	i	.	i	i	3.4	-0.1	i	.	-5.9	i
Cc1ccccc1CC(=O)N(CCN(C)C)CC1CCCN(Cc2ccccc2F)C1 (stereo unspecified)	i	i	5.8	i	i	-26.9	-0.4	i	-9.5	0.6	i
O=C(NC1CCCCC1)N1C[C@H]2C[C@@H](C1)c1cccc(=O)n1C2	i	i	0.4	i	i	9.2	-0.2	i	-43.1	-1.9	i
CN/C=C(/Cl)P(=O)(OC(C)C)OC(C)C	i	i	.	i	i	1.3	-0.2	i	.	-2.1	i
CC(=O)c1ccc2c(c1)C1C(Cl)C(Sc3ccccc3[N+](=O)[O-])CC1C(c1ccccc1)N2 (stereo unspecified)	i	i	2.1	i	i	18.8	-0.3	i	-12.1	6.8	i
CCCC1=C(C(=O)OCC)C2(C(=O)Nc3ccc(C)cc32)C(C#N)=C(N)O1 (stereo unspecified)	i	i	0.5	i	i	11.7	0.3	i	-6.4	-2.6	i
CCN1C(=O)/C(=C/c2ccc(N(CC)CC)cc2OC)C(=O)NC1=S	i	i	3.8	i	i	-1.8	0.2	i	-27.9	-4.7	i
COc1cc(/C=C2\C(=O)NC(=O)N(c3ccc(C)cc3)C2=O)cc(OC)c1O	i	i	-4.6	i	i	0.5	-0.3	i	1.6	-4.3	i
COC(=O)C1=C(C)OC(N)=C(C#N)C12C(=O)Nc1ccccc12 (stereo unspecified)	i	i	-5.8	i	i	4.6	0.2	i	-26.3	1.6	i
CCn1c(C)c(C(=O)O)c2cc(OC)ccc21	i	i	2.2	i	i	11.7	-0.4	i	6.6	1.5	i
Cc1cc(/C=C2\C(=O)NC(=O)N(Cc3ccccc3Cl)C2=O)c(C)n1-c1ccc(C(=O)O)cc1	i	i	-5.4	i	i	-3.6	-1.3	i	-32.2	1.0	i
O=C(N/N=C/c1c(O)n(C2CC2)c(=S)[nH]c1=O)c1ccccc1Cl	i	i	1.9	i	i	13.1	0.0	i	-24.4	4.6	i
COc1ccc2c3c([nH]c2c1)C(C)NCC3 (stereo unspecified)	i	i	7.7	i	i	-33.7	0.1	i	-15.6	7.4	i
COc1ccc(CCN(C)Cc2ccncc2)cc1OC	.	i	4.4	i	i	15.2	0.2	i	2.2	-2.0	i
Fc1cccc(CCNCc2ccccn2)c1	i	i	-3.6	i	i	5.4	0.3	i	-24.9	5.3	i
CCOc1cc2c(cc1OCC)-n1cccc1C(c1c(O)cccc1OC)NC2 (stereo unspecified)	i	i	5.2	i	i	35.9	-0.6	i	-8.2	-8.6	i
C/C(=N\N1CCCCC1)c1c(O)[nH]c(=O)[nH]c1=O	i	i	-3.4	i	i	?	-0.3	i	-6.4	1.0	i
CCN(CC)P(=S)(c1c(C)nc2ccccn12)c1c(C)nc2ccccn12	i	i	1.6	i	i	-10.0	0.7	i	-11.4	4.3	i
(cont.)
SMILES	TRPC4 inh	TRPC4 PAM	IEC-6 cytotox	MrgX1 antag	TRPC4 act	aSyn UTR inh	HIF act	TRPC6 activator	KLF5 inhibitor	SKKanGAS inh	TRPC6 inh
CC(=O)NC1C(OC(=O)Cc2ccccc2)OC(COC(C)=O)C(OC(C)=O)C1OC(C)=O (stereo unspecified)	i	i	-2.9	i	i	8.4	-0.3	i	-25.3	-4.6	i
COc1cc(OC)c(OC)cc1CNC(C)C(O)c1ccccc1 (stereo unspecified)	i	i	-1.1	i	i	16.3	0.2	i	-31.9	0.4	i
COC(=O)C1=C(c2cc3ccccc3s2)C[C@@H]2CC[C@H]1N2C(=O)NCc1cccc2ccccc12	i	i	.	i	i	23.7	-0.4	i	.	10.2	i
CCCCn1c(=O)c(C=Nc2cc([N+](=O)[O-])ccc2OC)c(O)n(CCCCl)c1=O	i	i	1.1	i	i	-14.4	0.3	i	-7.1	6.9	i
O=C(COc1ccc2ccccc2c1)N1CCN(CC2CC3C=CC2C3)CC1 (stereo unspecified)	i	i	4.5	i	i	11.9	-0.8	i	-43.6	2.2	i
CC1C(c2cccs2)=[N+]([O-])C(C)(C(=O)c2cccs2)N1O (stereo unspecified)	i	i	6.6	i	i	11.5	2.2	i	22.5	-2.0	i
CCOC(=O)c1c(N)n(CCN2CCOCC2)c2nc3ccccc3nc12	i	i	0.5	i	i	9.3	-0.3	i	-33.3	7.0	i
O=C(CCc1ccccc1)N1C[C@H]2C[C@@H](C1)c1cccc(=O)n1C2	i	i	1.9	i	i	25.3	0.1	i	-13.4	-1.2	i
Nc1ccccc1C(=O)OCC(=O)Nc1ccc(Br)cc1F	i	i	1.8	i	i	-54.7	1.0	i	-22.1	-2.9	i
COC(=O)c1cn(C(=O)c2cccc3ccccc23)c2ccccc12	i	i	1.5	i	i	25.4	-0.1	i	-10.1	2.6	i
O=c1cccc2n1CC1CC2CN(S(=O)(=O)c2ccc(F)cc2)C1 (stereo unspecified)	i	i	-1.9	i	i	23.5	-0.7	i	11.2	3.4	i
O=C(COc1ccc(Cl)cc1)NC1CN2CCC1CC2 (stereo unspecified)	i	i	3.8	i	i	20.6	0.0	i	-19.8	-2.9	i

High-throughput results: PubChem BioAssay, several laboratories

These rows are one share of the data; the hit share may differ from the screen's.
